From PubChem
SENP8 block: blocks human SENP8 cleavage of Nedd8 substrate; Q96LD8; recombinant SENP8, Nedd8 substrate fluorescence; inhibition, % at 20 µM; hit rate 0.64% among 360,000; AID 602440; in the data active = inhibition mostly above about 40%, no sharp cut-off; inactive = mostly below about 27%
Target sequence (Q96LD8 whole entry, looked up): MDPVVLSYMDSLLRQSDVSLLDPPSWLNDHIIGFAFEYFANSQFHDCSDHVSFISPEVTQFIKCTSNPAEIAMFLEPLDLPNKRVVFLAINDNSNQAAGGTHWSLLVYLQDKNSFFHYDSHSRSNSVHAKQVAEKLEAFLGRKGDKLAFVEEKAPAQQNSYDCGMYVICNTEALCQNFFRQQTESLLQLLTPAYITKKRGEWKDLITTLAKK
SENP1 inh: SENP1 (human) catalytic domain inhibition; recombinant SENP1 catalytic domain, CyPet-SUMO1-YPet FRET cleavage; inhibition, % at 10 µM; hit rate 0.21% among 360,000; AID 624204;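 active = inhibition at least 30% at 10 µM, raw YFP signal under a set limit, fluorescence ratio 0.5 to 1.5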;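 note: 0% = enzyme with DMSO and 100% = no enzyme wells; some results filed as inactive read as strong as hits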
Target sequence (Q9P0U3 419-644 limits assumed): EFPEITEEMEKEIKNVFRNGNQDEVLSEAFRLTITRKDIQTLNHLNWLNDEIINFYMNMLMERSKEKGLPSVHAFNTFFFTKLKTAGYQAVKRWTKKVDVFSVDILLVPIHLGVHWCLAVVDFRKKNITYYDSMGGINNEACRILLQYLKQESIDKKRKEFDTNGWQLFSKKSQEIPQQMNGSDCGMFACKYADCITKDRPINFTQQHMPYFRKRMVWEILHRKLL
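Assay system – human recombinant His6-tagged SENP1 catalytic domain enzyme · Input – SENP1 enzyme, 20 pM final · Buffer or medium – Tris pH 8 buffer plus EDTA, NaCl, BME, BSA, NP40, catalase · Schedule – 50 min reaction at room temperature · Technique – FRET read of cyan and yellow fluorescence · Control set – no-enzyme wells low, DMSO-plus-enzyme wells high control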
Numbers without * were called inactive; i = inactive.

SMILES,SENP8 block,SENP1 inh
CN(C)c1cccc(CNC(=O)c2ccc3nc([C@@H]4O[C@H](CO)[C@H](O)[C@H](O)[C@H]4O)[nH]c3c2)c1,3,-1
COc1ccc(NC(=O)C2c3ccccc3OCC(=O)N2CC(F)(F)F)cc1 (stereo not drawn),4,0
CCOC(=O)C1(C)CCCN1C(=O)c1csnn1 (stereo not drawn),12,0
Nc1nc2c(ncn2[C@@H]2O[C@H](CNCc3ccc(F)c(N4CCOCC4)c3)[C@@H](O)[C@H]2O)c(=O)[nH]1,12,-4
OC[C@H]1O[C@@H](c2nc(-c3ccc(Br)cc3)no2)C[C@@H]1O,19,0
CC(C)C[C@H]1CN([C@@H](Cc2ccccc2)CN2CCC[C@H]2CN2C(=O)C(=O)NC[C@@H]2Cc2ccccc2)C(=O)C(=O)N1CCc1ccccc1,7,0
COc1ccc(C(NC(=O)C2CCN(CCCOc3ccccc3)CC2)c2cccs2)cc1 (stereo not drawn),21,-3
CC1(C(=O)NS(=O)(=O)c2ccc3ccccc3c2)CCN1C(=O)Cc1ccc(-c2ccccc2)cc1 (stereo not drawn),11,0
CS(=O)(=O)N1Cc2cc(C(=O)NCC3CC3)nc(-c3cccc(-c4cccnc4)c3)c2[C@@H]1CCO,13,3
CCN1CCN(C(C(=O)NC2CCCCC2)c2ccnc3ccccc23)CC1 (stereo not drawn),7,-3
CC1(C(=O)NS(=O)(=O)c2ccc(F)cc2F)CCN1C(=O)CC1CCCC1 (stereo not drawn),10,-1
COc1ccccc1CNc1nc(NCc2ccccc2SC)c2sccc2n1,-31,2
NC(c1csc(Nc2ccc(C(=O)c3ccccc3)cc2)n1)c1ccccc1Cl (stereo not drawn),-475,-3
COC(=O)C[C@@H]1C=C[C@@H](NC(=O)Nc2cccc(F)c2)[C@@H](CO)O1,14,5
CCn1nccc1NC(=O)c1csc([C@@H]2O[C@H](CO)[C@H](O)[C@H](O)[C@H]2O)n1,1,-3
Cc1nc2c(OCc3ccc(C(F)(F)F)cc3)cccn2c1N(C)CC1CC1,-10,-32
CCNC(=O)C1(C)CCN(C(=O)c2cccc3ccccc23)C1 (stereo not drawn),18,0
CCc1nc2c(OCC3CCCCC3)cccn2c1N(C)C(=O)c1ccc(C)cc1,8,-1
COc1ccc(NC(=O)Nc2nc(C(N)Cc3ccc(C(F)(F)F)cc3)cs2)cc1 (stereo not drawn),9,1
COc1ccc(-c2csc(C(O)c3ccc(F)cc3)n2)cc1 (stereo not drawn),6,-1
COc1ccc(C=C2CCc3ccccc3C2=O)cc1,-13,-12
CC1(C(=O)NS(=O)(=O)Cc2ccccc2)CCN1C(=O)Cc1ccccc1Cl (stereo not drawn),14,0
COCCNC(=O)C1(C)CCCN(C(=O)c2ccccc2C(F)(F)F)C1 (stereo not drawn),8,0
CSc1ccc(CN2CCC(C)(Oc3ccc(-n4ccnc4)cc3)C2)cc1 (stereo not drawn),16,-2
CCNC(=O)C1(C)CCCN(C(=O)c2ccc(OC)c(F)c2)C1 (stereo not drawn),15,0
COc1cccc(CNc2nc3cc(-c4ccc(C(=O)N5CCN(C)CC5)cc4)sc3c(=O)n2C)c1,-274,-1
CCc1nc2c(OCc3ccc(Cl)cc3)cccn2c1N(C)C(=O)C1CC1,7,-2
CNc1cc(-c2cc(OC)ccc2OC)ncn1,i,2
O=C1CCC(OCc2ccccc2)CCN1[C@H](CSc1ccccc1)Cc1ccccc1 (stereo partly drawn),19,-1
COc1ccc(Cc2c(-c3cccc(Br)c3)nc3ccc(Cl)cn23)c(C)c1,-92,-32
COc1cccc(CN2CCC2(C)C(=O)Nc2ccc(C)cc2)c1F (stereo not drawn),-1,2
CCCS(=O)(=O)NC(=O)C1(C)CCCN(C(=O)c2nc3ccccc3s2)C1 (stereo not drawn),18,0
CCOC(=O)C1(C)CCCCCN1C(=O)c1ccco1 (stereo not drawn),0,3
CN1CCN(C2CN(Cc3cn(Cc4cccc(C(F)(F)F)c4)nn3)S(=O)(=O)C2)CC1 (stereo not drawn),4,-2
CN1CCN(c2ncnc3c2ncn3[C@H]2CN(Cc3ccc(-c4ccccc4)cc3)C[C@@H](CO)O2)CC1,12,0
O=C(NCc1cccc(C(F)(F)F)c1)c1csc([C@@H]2O[C@H](CO)[C@H](O)[C@H](O)[C@H]2O)n1,18,4
CC(C)OC1=CC(=O)OC(c2cccc(Cl)c2)C1 (stereo not drawn),16,2
CN1CCC(N2CCN(C3CN(CCc4ccccc4)S(=O)(=O)C3)CC2)CC1 (stereo not drawn),19,1
CCN(CC)Cc1cc(Oc2ccc(O)c(CN(CC)CC)c2)ccc1O,7,2
CCCCCCCCN1C(=O)[C@H](CC(=O)NCc2ccc(OC)c(OC)c2)C[C@@]2(C(=O)OC)CC(C)(C)CC=C12,20,0

Four entries out of the list, sorted by formula weight, low to high:
SMILES,SENP8 block,SENP1 inh
CNc1cc(-c2cc(OC)ccc2OC)ncn1,i,2
COc1ccc(C=C2CCc3ccccc3C2=O)cc1,-13,-12
COc1cccc(CN2CCC2(C)C(=O)Nc2ccc(C)cc2)c1F (stereo not drawn),-1,2
CCN(CC)Cc1cc(Oc2ccc(O)c(CN(CC)CC)c2)ccc1O,7,2

Rewritten with values under each structure: part of the list above
Order of results – SENP8 block	SENP1 inh
> COc1ccccc1CNc1nc(NCc2ccccc2SC)c2sccc2n1
  -31	2
> NC(c1csc(Nc2ccc(C(=O)c3ccccc3)cc2)n1)c1ccccc1Cl (stereo not drawn)
  -475	-3

Carrying on.
SMILES,SENP8 block,SENP1 inh
CC1=C(C(=O)N2CCCCCC2)CC(CC(=O)NCCN2CCOCC2)C(=O)N1CCCN1CCCC1=O (stereo not drawn),-1,-2
CCNC(=O)C1(C)CCN(C(=O)c2ccc(C(=O)OC)cc2)C1 (stereo not drawn),6,2
CS(=O)(=O)N1CCCCC1c1cc(C(=O)Nc2ccccc2Cl)no1 (stereo not drawn),3,1
O=C(Nc1ccccc1)C1Cc2c(-c3ccccc3Oc3ccccc3)ccnc2O1 (stereo not drawn),16,-1
O=C(NCc1ccco1)c1ccc(-c2ccc(F)c(F)c2)c2ccoc12,-2,2
COC(=O)c1ccc2nc(-c3ccc(C#N)cc3)c(Cc3ccsc3)n2c1,-382,-5
COc1ccccc1CCn1cnc(Cc2cccc(F)c2)c1C(C)C,-1,-7
COc1ccc(C)cc1NC(=O)ON=C1CCCCC1,-2,-2
CC1=CC(=O)C=CC1=Nc1ccc(N(C)C)cc1,8,1
CCOC(=O)Cc1c(-c2cccc(Br)c2)nc2c3ccccc3ccn12,-265,-70
CC(=O)OC[C@@H]1CN(Cc2ccccc2)C[C@H](n2cnc3c(NCc4ccc(F)cc4)ncnc32)O1,6,-1
COc1cccc(-c2cnc3c(NC=O)cc(-c4cccc(C(=O)N(C)C)c4)cn23)c1,-304,-29
CC1(C(=O)NS(=O)(=O)c2cccc(Cl)c2)CCN1C(=O)Cc1ccc(-c2ccccc2)cc1 (stereo not drawn),13,0
O=C(Nc1ccc(F)cc1)C(c1cccc(F)c1)N1CCN(Cc2c(F)cccc2Cl)CC1 (stereo not drawn),12,3
COc1ccc(C(C)(NC(C)=O)c2nc(-c3cc(F)cc(F)c3)cs2)cc1 (stereo not drawn),6,0
CNc1cncc(-c2ccc(OC)cc2OC)n1,-498,-2
CN(Cc1ccccc1)C(=O)Cn1nnc(-c2ccccc2)c1COc1ccccc1,16,4
CC(C)N1C(=O)c2ccccc2NC(=O)C1C(=O)NCc1cccc(C(F)(F)F)c1 (stereo not drawn),6,0
COc1ccc(S(=O)(=O)N2CCCCC2c2cc(C(=O)NCc3ccc(F)cc3)no2)cc1 (stereo not drawn),10,0
O=C(Nc1ccccc1N1CCOCC1)[C@@H]1O[C@H](CO)[C@H](O)[C@H](O)[C@H]1O,22,0
CC1(C(=O)Nc2cccc(C(F)(F)F)c2)Cc2c(-c3cccc(C(F)(F)F)c3)ccnc2O1 (stereo not drawn),-2,-3
COc1ccc(OCCN2CCC(C(=O)NC(c3ccc(F)cc3)c3ncccc3C)CC2)cc1 (stereo not drawn),10,-1
CC(=O)c1ccc(-c2cnc3c(NC=O)cc(-c4cccc(NS(C)(=O)=O)c4)cn23)cc1,-473,-7
COC(=O)[C@]12CCCCC=C1N(Cc1ccccc1)C(=O)[C@H](CC(=O)NCc1ccc(C)o1)C2,8,-3
CC1C(O)=C(c2ccccc2)P(=O)(Cc2ccccc2)C1C (stereo not drawn),12,1
COc1cc(CNc2nccn3ccnc23)cc(OC)c1,3,-13
CC(C)NC(=O)C1(C)CN(S(C)(=O)=O)CC(=O)N1CCc1ccccc1 (stereo not drawn),3,-5
COc1cc(NC(=O)c2ccc(-c3ccnn3C)c3ccoc23)cc(OC)c1OC,9,3
COc1ccc(C2CC=C(C(C)=O)CN2S(=O)(=O)c2ccccc2)cc1 (stereo not drawn),3,0
COc1ccc(Cc2c(-c3cccc(Cl)c3)nc3ccc(Br)cn23)c(C)c1,-70,-5
CC(C)C[C@H]1CN(CCCC[C@H]2CNC(=O)C(=O)N2CCc2ccccc2)C(=O)C(=O)N1Cc1ccccc1,10,1
Cn1nc(C(C)(C)C)cc1C(=O)N1CCCCC1c1cc(C(=O)Nc2cccc3c2CCCC3)no1 (stereo not drawn),11,0
COc1ccccc1-c1cnc(C(O)c2cccc(CN3CCCCC3)c2)[nH]1 (stereo not drawn),8,2
CCCOc1ccc(F)cc1-c1cc(C(=O)Nc2ccc(F)cc2)[nH]n1,16,-3
CN1CCC(NC(=O)C2(C)CCN2Cc2ccc3ccccc3c2)CC1 (stereo not drawn),22,1
O=S1(=O)CC(N2CCCC2)CN1CCc1ccccc1 (stereo not drawn),7,1
COc1cccc(CNC(=O)c2cc3c(c(-c4cccc(-c5cccc(C#N)c5)c4)n2)[C@H](CCO)N(S(=O)C(C)(C)C)C3)c1 (stereo partly drawn),16,1
Oc1cccc2cc(Nc3ccccc3)cnc12,-59,0
CC(=O)NC(c1ccc(F)c(F)c1)c1nc(-c2cccc(F)c2)cs1 (stereo not drawn),-82,-1
CCNC(=O)C1(C)CCCN(C(=O)c2ccc3ccccc3n2)C1 (stereo not drawn),8,1
CCCNC(=O)C1(C)CCN(Cc2cc(-c3ccccc3)on2)C1 (stereo not drawn),6,0
CC(C)c1cc(C(=O)NCCc2cccs2)c(N)s1,11,-9
CC(C)C(=O)Nc1ccc(C=C2C=Cc3ccccc32)cc1,14,4
Brc1ccc2nc(-c3ccco3)c(Cc3ccsc3)n2c1,-12,3
Cc1ccccc1S(=O)(=O)NC(=O)C1(C)CCN1C(=O)CCc1ccc(Cl)cc1Cl (stereo not drawn),12,4
CCCCn1nnnc1C(c1cc2ccccc2o1)N1CCN(CC(=O)NC(C)C)CC1 (stereo not drawn),2,-4
CCCCNC(=O)c1nc(C2CCN(S(=O)(=O)c3c(F)cccc3F)CC2)oc1-c1ccccc1,13,7
Cc1ccc(S(=O)(=O)N2[C@@H](c3cccc(Cl)c3)C(C(=O)OC(C)(C)C)=CC[C@H]2c2ccc(C(C)C)cc2)cc1,25,0
Cc1cc2nc(C(C)(C)C)c(Cc3cccc(Cl)c3)n2c(C)c1Br,7,-2
O=C1NC[C@@H](CCCCN2C[C@H](Cc3ccccc3)N(Cc3ccccc3)C(=O)C2=O)N(Cc2ccccc2)C1=O,14,3
CCCCC(=O)N(C)c1c(CC)nc2c(OCC3CCCCC3)cccn12,9,0
CC1(C(=O)NS(=O)(=O)c2ccc(Cl)s2)CCN1C(=O)C1(c2ccc(Cl)cc2)CCC1 (stereo not drawn),7,1
Cc1ccccc1CN1C(=O)c2ccccc2C1c1nnnn1-c1ccc2c(c1)OCCO2 (stereo not drawn),8,0
CCOC(=O)[C@]12CCC=C1N(Cc1ccc(Cl)cc1Cl)C(=O)[C@H](CC(=O)NCc1cccs1)C2,18,2
Cc1ccc(OCCNC(=O)[C@H]2O[C@@H](n3ccc(N)nc3=O)[C@H](O)[C@@H]2O)cc1C,15,2
CN(C)CCNC(=O)c1cccc(-c2cccc3nncn23)c1,-478,2
COc1ccc(S(=O)(=O)NC(=O)C2(C)CCN2C(=O)CC2CC2)cc1 (stereo not drawn),22,1
CCOC(=O)C1(C)CCN1C(=O)c1cccc(OC)c1 (stereo not drawn),18,0
CCN(CC)C(=O)c1cccc(-c2csc(C(O)c3ccc(OC)cc3)n2)c1 (stereo not drawn),8,1

A portion of the library, so the mix of outcomes need not match the whole.
